IP6K1 inhibitor – IP6K1 kinase inhibition | 0.81% of 140,000 active | Q92551 | IP6K1 kinase, ADP-Glo luminescence, 2 h; active compounds read low | activity change, % (series mostly up to about 58 µM); in the data active means activity change below about -25%
Target sequence (Q92551 whole entry, looked up): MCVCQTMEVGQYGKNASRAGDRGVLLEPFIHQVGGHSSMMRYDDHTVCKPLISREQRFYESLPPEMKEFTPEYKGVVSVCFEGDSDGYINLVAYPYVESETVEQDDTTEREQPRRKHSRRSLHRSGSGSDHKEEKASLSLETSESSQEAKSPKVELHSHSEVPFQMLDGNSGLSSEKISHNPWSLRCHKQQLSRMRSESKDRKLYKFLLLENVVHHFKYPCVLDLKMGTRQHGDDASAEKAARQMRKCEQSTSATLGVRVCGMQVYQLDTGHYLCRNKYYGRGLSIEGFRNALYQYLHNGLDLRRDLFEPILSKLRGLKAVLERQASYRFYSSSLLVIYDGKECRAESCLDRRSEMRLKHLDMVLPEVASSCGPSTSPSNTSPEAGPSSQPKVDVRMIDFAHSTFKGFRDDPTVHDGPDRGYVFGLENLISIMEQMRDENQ
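ADP-Glo luminescence measures ADP made by human IP6K1 during a 2 h RT reaction with ATP/IP6 (mix at 1.3 mM/130 uM); top library doses 57.5 and 19.1 uM final.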
3T3 cytotox – NIH 3T3 cell cytotoxicity; 4.3% of 94,000 active; NIH 3T3 viability, CellTiter-Glo ATP luminescence, 48-72 h; Potency, µM (highest dose often 96.7 µM), inactives show at the highest dose activity change, negative = cytotoxicity, actives largely listed as inhibitors; AID 1345082; further: potency means the concentration at half of the fitted maximal effect; nearly all actives have a fitted effect of over 55% in size
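Cytotoxicity is measured as loss of cellular ATP: NIH 3T3 cells (400/well) are exposed to compound for 48 or 72 hr at 37 °C, then CellTiter-Glo luminescence is imaged after 10 min at room temperature.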
GPT2 inhibitor – GPT2 alanine aminotransferase inhibition; Q8TD30; Recombinant GPT2, coupled pyruvate oxidase/HRP Amplex Red fluorescence; Potency, µM (top dose mostly 57.7 µM), inactives show top-dose activity change, negative = inhibition, actives largely listed as inhibitors; 0.25% of 100,000 active; AID 1671188; further: potency means the concentration at half of the fitted maximal effect; nearly all actives have a fitted effect of over 60% in size; many of its hits are not listed in these tables
Target sequence (Q8TD30 whole entry, looked up): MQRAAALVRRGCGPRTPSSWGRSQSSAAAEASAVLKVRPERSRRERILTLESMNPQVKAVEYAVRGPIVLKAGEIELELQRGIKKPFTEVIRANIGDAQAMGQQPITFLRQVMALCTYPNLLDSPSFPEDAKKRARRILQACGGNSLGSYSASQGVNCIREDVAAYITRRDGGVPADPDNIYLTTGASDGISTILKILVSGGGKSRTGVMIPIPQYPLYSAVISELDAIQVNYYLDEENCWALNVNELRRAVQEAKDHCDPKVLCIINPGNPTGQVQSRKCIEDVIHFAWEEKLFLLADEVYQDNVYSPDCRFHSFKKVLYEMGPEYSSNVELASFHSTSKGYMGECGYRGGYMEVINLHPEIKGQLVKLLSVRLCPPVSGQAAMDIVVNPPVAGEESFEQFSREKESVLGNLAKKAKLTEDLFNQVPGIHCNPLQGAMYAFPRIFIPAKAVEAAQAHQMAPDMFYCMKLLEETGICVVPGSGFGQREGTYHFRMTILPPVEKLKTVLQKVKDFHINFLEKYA
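Fluorescence of coupled pyruvate oxidase/HRP/Amplex Red system (50uM Amplex, 30 min, dark) reports pyruvate formed by GPT2. Enzyme reaction: 10ng/uL GPT2, 2mM L-alanine, 250uM a-KG, 30 min room temperature, pH 7.5; 50uM AOA control.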
SNCA expr inhib – reduces expression of the alpha-synuclein gene; HEK-293 SNCA-luciferase knock-in, luminescence, 24 h; Potency, µM (doses to about 57.2 µM), for inactives: at the highest dose activity change, negative = inhibition, most hits filed as inhibitors; 0.17% of 140,000 active;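 further: potency means the concentration at half of the fitted maximal effect; plate controls were DMSO cells for no effect and cell-free wells for full effect; nearly all actives have a fitted effect of over 45% in size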
HEK293 tox – kills HEK 293 cells | HEK 293 viability, ATP luminescence (CellTiter-Glo), 48-72 h | Potency, µM (top dose mostly 115 µM), without a hit: at the highest dose activity change, negative = cytotoxicity, hits mostly inhibitors | 6.6% of 94,000 active | AID 1345083; further: potency means the concentration at half of the fitted maximal effect; nearly all actives have a fitted effect of over 60% in size
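HEK 293 cells seeded at 250 cells/well were exposed to compound for 48 or 72 hr at 37 degree Celsius. Viability taken as ATP content by CellTiter-Glo luminescence.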
FLuc inh – Photinus pyralis luciferase inhibition. AID 1347043. P08659. 2.5% of 76,000 active. Potency, µM (doses to about 115 µM), for inactives: at the highest dose activity change, negative = inhibition, hits mostly inhibitors. purified P. pyralis luciferase, luminescence, biochemical; further: potency means the concentration at half of the fitted maximal effect; nearly all actives have a fitted effect of over 65% in size
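Luminescence read by CCD imager after adding enzyme (10nM final) to wells holding compound, titrated in qHTS. Substrates 10uM each D-luciferin and ATP; buffer 50mM Tris acetate pH 7.5, 10mM Mg acetate, Tween-20, BSA.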
HEK293 viab – reduces viability of HEK-293 SNCA reporter cells; HEK-293-SNCA-luc viability, GF-AFC fluorescence, 24 h; Potency, µM (highest dose often 57.1 µM), without a hit: top-dose activity change, negative = cytotoxicity, usual class: cytotoxic; 0.12% of 150,000 active; AID 1671193;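 further: potency means the concentration at half of the fitted maximal effect; 0% = DMSO-treated cells and -100% = medium-only wells without cells; nearly all actives have a fitted effect of over 30% in size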
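Cytotoxicity counterscreen: after 24 h compound treatment of genome-edited SNCA-luciferase HEK-293 cells, live-cell protease substrate GF-AFC read by fluorescence after 30 min; activity scaled between DMSO (0%) and medium-only (-100%), curves Hill-fitted.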
* hit, by the source's call; i = inactive; ? = inconclusive; . = no result given; [ ] = another dose, or the depositor's remark. Unless noted, the call rests on the fitted dose curve; in most records, active means well fitted curve in the direction sought with a large enough effect; inconclusive means small, poorly fitted or top-dose-only effect, or another doubt; inactive means no such curve, though single readings can be large; an effect the other way counts as inactive or inconclusive. Unless noted, on the % scale 0 is the no-effect control and ±100 the full control effect.

The line under a structure holds: IP6K1 inhibitor	3T3 cytotox	GPT2 inhibitor	SNCA expr inhib	HEK293 tox	FLuc inh	HEK293 viab
> CC(C)(C(=O)NCCC1COc2ccccc2O1)N1CCOCC1 (centres undefined)
  3	0%	-9%	-11%	-9%	-2%	0%
> NC(=O)NN=Cc1ccc([N+](=O)[O-])o1
  .	.	i	16%	.	.	-28%
> COC(=O)N1CCC2(C1)C(=NC1CCCC1)NC(=O)N2c1cccnc1 (centres undefined)
  8	-12%	-1%	-14%	-8%	3%	-3%
> CCCCc1nn2c(=O)cc(COC(=O)C3CCCCC3)nc2s1
  -5	.	.	7%	.	.	-3%
> COc1ccc2sc(N(Cc3cccnc3)C(=O)c3cccs3)nc2c1
  7	.	.	59%[activator]	.	.	-4%
> CCCCOC(=O)c1ccc(NC(=O)c2cc3c(=O)n4cccc(C)c4nc3s2)cc1
  1	.	.	12%	.	.	-12%
> O=C(CCc1cccnc1)N1CCc2c(n(CCOc3ccccc3)n(-c3ccccc3)c2=O)C1
  0	?	-19%	18%	-3%	0%	4%
> CNC(=O)[C@@H]1CN(C(=O)c2c(F)cccc2F)C[C@H]1C1CCN(C)CC1
  -1	0%	i	-11%	i	-4%	2%[12.5 µM]
> COC(=O)c1c(SCC(=O)Nc2cc(C)cc(C)c2)[nH]c2ccccc2c1=O
  -47*	.	.	-21%	.	.	-11%
> COCC1CN(C2CCC2)CC12CCN(C(=O)c1ccccc1C)CC2 (centres undefined)
  24	?	i	10%	?	2%	2%
> Cc1ccccc1CCC1CCCNC1 (centres undefined)
  7	-18%	2%	-4%	-19%	-3%	6%
> Cc1ccc(C(=O)N2CCN(C(=O)N3CC4CC(C3)[C@H]3CCCC(=O)N3C4)CC2)cn1 (some centres undefined)
  0	i	1%	15%	1%	7%	-9%
> COC(=O)c1ccc(Cn2c(=O)cc(C(F)(F)F)c3c(C)nn(C)c32)cc1
  1	.	.	34%[activator]	.	.	2%
> Cc1cccc(CNC(=O)c2c(C)noc2-c2ccccc2Cl)c1
  26	?	-8%	-12%	?	-1%	1%
> COc1ccc(C2(C(=O)N3CCCCCNC(=O)CC3c3ccccc3)CC2)cc1 (centres undefined)
  -5	?	-9%	-7%	-13%	8%	-5%
> Cc1ccc(Cc2cn3cc(-c4ccccc4)nc3s2)cc1
  -2	.	.	?	.	.	-3%
> Cc1noc(C)c1-c1cc2cc(CN(C)C)oc2c(Nc2cccc([S+](C)(=O)[O-])c2)n1
  -4	45µM*	-11%[88.5 µM]	11%[87.6 µM]	50µM*	3%[172 µM]	-9%[87.6 µM]
> COc1ncccc1-c1cnc2[nH]cc(CC(=O)NC3CC3)c2c1
  -16	25µM*	-3%[88.5 µM]	42%[activator][87.6 µM]	?	-4%[172 µM]	-15%[87.6 µM]
> CN(C)C(=O)C1CCN(c2ccnc3ccnn23)CC1
  -3	i	-15%[88.5 µM]	-4%[87.6 µM]	i	.	11%[87.6 µM]
> COc1cccc(-c2cc(C(=O)NCCCOC(C)C)c3cnn(C)c3n2)c1
  2	?	.	.	?	.	.
> COc1cccc(N2CCN(C(=O)CCn3ccn4nc5c(c4c3=O)CCCC5)CC2)c1
  2	?	?	1%	-25%	-10%	-5%
> Clc1ccccc1C1Cn2cnc(-c3nc(-c4ccccn4)no3)c2CO1 (centres undefined)
  0	?	-1%	114%[activator]	?	25µM*	4%
> O=C(CSc1nc(=O)n(Cc2cccnc2)c2c1CCC2)Nc1cccc(Cl)c1
  45	.	.	-30%	.	.	21%
> Cc1ccc(C(=O)Nc2nnc(SCc3cc(=O)c4c(C)ccc(C)c4[nH]3)s2)cc1
  30	.	.	81%[activator]	.	.	-9%
> Cc1cc(C)cc(OCC(=O)Nc2c(C)ccc3nsnc23)c1
  -7	.	.	-4%	.	.	2%
> OC1(c2cccc(C(F)(F)F)c2)CCN(Cc2nc(-c3cccs3)no2)CC1
  3	?	-12%	-18%	?	7%	-2%
> CC(C)CCNC(=O)Cn1ccn2nc(-c3ccc(F)cc3)c(CO)c2c1=O
  31	i	i	9%	17%	-7%	18%
> O=C(O)[C@@H]1CN(C(=O)N2CCOCC2)C[C@H]1c1ccccn1
  0	i	-4%	-13%	i	6%	3%
> COc1cccc(CN2C[C@H]3[C@H](C2)[S+](=O)([O-])C(C)(C)C(=O)N3CCOc2ccccc2)c1
  0	-19%	-1%	3%	?	0%	-3%
> Cc1ccc(-c2nnc3ccc(NC4CCC4)nn23)nc1
  5	?	i	10%[87.6 µM]	?	1%[230 µM]	-10%[87.6 µM]
> COc1cccc(-c2noc(CC3CCN(C(=O)c4ccccc4)CC3)n2)c1
  6	?	i	-19%	40µM*	-6%	-11%
> CN1CCc2c([nH]c3ccccc23)C12CCN(C(=O)c1cn(C)cn1)CC2
  13	-13%	i	-3%	-8%	0%	-15%[12.5 µM]
> Cc1ccc(CCNC(=O)c2cc3sccc3n2Cc2ccc(Cl)cc2)cc1
  -9	.	.	-14%	.	.	-10%
> CC1=CCC(O)C2(C)CCC3C(C)C(=O)OC3C12 (centres undefined)
  -16	.	2%	.	.	.	2%
> CCc1ccc(C2CC(=O)Nc3c2c(C)nn3-c2nc(C)cc(C)n2)cc1 (centres undefined)
  4	.	.	-29%	.	.	-13%
> CCN(CC)c1ccc(NC(=O)C2CCN(c3nnc(-n4cccc4)s3)CC2)c(C)c1
  1	.	.	1%	.	.	5%
> CCCN1C(=O)CC[C@H]2CN(C(=O)Cc3cnc(C)[nH]c3=O)CC[C@H]21
  10	-2%	-14%	-13%	4%	2%	-10%
> Cc1nc(CN2CC3(CCN(C)C3)c3cc(C(=O)NCCc4ccccc4)ccc32)cs1 (centres undefined)
  0	?	3%	23%	79µM*	-12%	-2%
> Cn1ncc2c(C(=O)N3CCN(Cc4ccccc4)CC3)cc(-c3ccccc3C(F)(F)F)nc21
  9	?	.	.	45µM*	.	.
> COc1ccccc1C(=O)N1CCC(N2C(=O)c3c(c(C)nn3-c3ccccc3)C2C2CC2)C1 (centres undefined)
  -6	?	.	.	40µM*	.	.

Arranged by molar mass (low to high): 3 of the compounds above.
The line under a structure holds: IP6K1 inhibitor	3T3 cytotox	GPT2 inhibitor	SNCA expr inhib	HEK293 tox	FLuc inh	HEK293 viab
> O=C(CSc1nc(=O)n(Cc2cccnc2)c2c1CCC2)Nc1cccc(Cl)c1
  45	.	.	-30%	.	.	21%
> COc1cccc(N2CCN(C(=O)CCn3ccn4nc5c(c4c3=O)CCCC5)CC2)c1
  2	?	?	1%	-25%	-10%	-5%
> Cc1nc(CN2CC3(CCN(C)C3)c3cc(C(=O)NCCc4ccccc4)ccc32)cs1 (centres undefined)
  0	?	3%	23%	79µM*	-12%	-2%

(continued)
The line under a structure holds: IP6K1 inhibitor	3T3 cytotox	GPT2 inhibitor	SNCA expr inhib	HEK293 tox	FLuc inh	HEK293 viab
> C[S+](=O)([O-])NCCn1ccc2cc(OC3CCN(c4ncccn4)CC3)cnc21
  1	-12%[138 µM]	i	?	?	-8%[172 µM]	-6%[87.6 µM]
> Cc1ccc(N2CCN(C(=O)c3cnn(-c4ccc(F)cc4F)c3C3CCN(C(=O)OC(C)(C)C)CC3)CC2)c(C)c1
  -14	.	.	-13%	.	.	-3%
> Cn1cc(C(=O)N2CCC(N(C3CCOCC3)S(C)(=O)=O)CC2)cn1
  -7	2%	-9%	10%	9%	4%	7%
> CCCOc1ccc(Oc2nc(NCC(C)C)nc(N(C)C)n2)nn1
  1	.	.	39%[activator]	.	.	-2%
> Cc1ccc2[nH]c(CCC(=O)N3CC[C@H](CO)[C@H](O)C3)nc2c1C
  6	1%	4%	-9%	0%	5%	1%
> Cn1nc(C2CCCN(C(=O)CCc3ccccc3)C2)n(C2CCCC2)c1=O (centres undefined)
  -4	?	i	-8%	?	-10%	-14%
> Cc1ccc(-c2cccc(CN3CCCC3C(=O)NCC(F)(F)F)c2)cc1Cl (centres undefined)
  19	?	.	.	32µM*	.	.
> CCNC(=O)c1ccccc1-c1ccc(S(=O)(=O)N(CC)CC)cc1
  11	-11%	-7%	11%	-32%	2%	0%
> Cc1occc1C(=O)N1CCC2(CC1)N=C(CC(C)C)NC2=O
  0	i	2%	1%	-4%	1%	-3%
> Cn1cc(CN2CCOc3cc([S+](=O)([O-])Nc4cccnc4)ccc3C2)cn1
  -6	100µM*	0%[88.5 µM]	5%[87.6 µM]	3%[172 µM]	5%[172 µM]	-8%[87.6 µM]
> CCc1cc(C(=O)N2CCN(c3ccccc3)CC2)no1
  -12	.	.	-6%	.	.	1%
> Cc1cccc(CC(=O)N2CCCN(S(C)(=O)=O)c3ccccc32)c1
  -2	40µM*	2%	13%	-16%	-4%	-2%
> CC(=O)N1CCCC1C(=O)N1CCC(c2ccccc2)CC1 (centres undefined)
  -5	2%[138 µM]	-24%[88.5 µM]	7%[87.6 µM]	i	.	2%[87.6 µM]
> COc1ccccc1CNc1cc(C)nc2nc(-c3ccc(C)cc3)nn12
  35	.	.	-1%	.	.	-7%
> COc1cccc(C(=O)Nc2cccc(OCc3cc(=O)n4cc(C)ccc4n3)c2)c1
  -14	.	.	-3%	.	.	-13%
> Cc1c(C(=O)N(C)C)sc2c1c(=O)n(-c1ccc(F)cc1)c(=O)n2Cc1cc(=O)n2ccccc2n1
  14	.	.	5%	.	.	-1%
> C=C(C(=O)OC[C@H]1O[C@@H](OC(=O)/C=C/c2ccccc2)[C@H](O)[C@@H](O)[C@@H]1O)C(O)CO (some centres undefined)
  -10	.	i	.	.	.	-3%[23.9 µM]
> O=C(CSc1nnc(-c2ccccc2)c(-c2ccccc2)n1)Nc1ccccc1Cl
  9	.	.	-10%	.	.	-5%
> CC(C)NC(=O)c1nc(-c2ccccc2)c2ccccn12
  1	?	1%[88.5 µM]	0%[87.6 µM]	?	5%[172 µM]	7%[87.6 µM]
> COc1ccc2nc(NC(=O)c3nc(S(=O)(=O)Cc4ccc(C)cc4)ncc3Cl)sc2c1
  -2	.	.	?	.	.	?
> CC(C)NC(=O)N1CCN(c2ccc3nnc(-c4ccccc4)n3n2)CC1
  9	?	.	.	?	.	.
> O=C(Cc1ccc(CO)cc1)N1CCOC(C(F)(F)F)C1 (centres undefined)
  3	i	i	-20%	i	10%	-3%
> Cc1ccccc1OCc1nnc(SCc2cc(=O)c3cc(F)ccc3[nH]2)n1C
  -1	.	.	-15%	.	.	9%
> CC(NC(=O)c1cc2c(=O)n3ccccc3nc2n(C(C)C)c1=N)c1ccccc1 (centres undefined)
  -5	.	.	-4%	.	.	?
> Cc1cccc(C(=O)N2CCCOCCNC(=O)[C@@H]3CCCC[C@@H]32)c1
  10	-8%	?	6%	-18%	-16%	-1%
> COc1cccc(CN2C(=O)C3(SCC(=O)N3c3ccc(C(C)C)cc3)c3ccccc32)c1 (centres undefined)
  6	.	.	-29%	.	.	-4%
> Cc1ccc(NC(=O)Cn2c(=O)c(-c3noc(C)n3)c3n(c2=O)CCCC3)cc1
  21	i	0%	6%	-4%	-4%	-3%

Source: PubChem BioAssay

Not a hit list, and some 7.8% of all compounds hit somewhere here.
